From PubChem
HEK293 cAMP ctrl: parental HEK293 cAMP activation (counter-screen); parental HEK293 CNG cAMP sensor, membrane potential fluorescence; Potency, µM (titrated, usually from 57.1 µM), without a hit: at the highest dose activation, hits mostly activators; 73,000 compounds, 2.5% hits; also: potency is read from the fitted curve at half-maximal effect; % of control where 0% means no effect; nearly all actives have a fitted effect of over 55% in size
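Parental HEK 293 cells stably expressing a cAMP-gated CNG channel were loaded with membrane potential dye containing 100 uM RO 20-1724 for 60 min. Compound added for 30 min; depolarization read as fluorescence intensity at 590 nm.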
Rhodamine autofl: compound fluoresces in the rhodamine spectral region | max dye-equivalent concentration, M | Rhodamine-region fluorescence, 547/598 nm, Tris buffer; active compounds read high | AID 594 | 59,000 compounds, 0.05% hits; in the data active = max dye-equivalent concentration above about 11 nM; inconclusive = between about 1.1 nM and that limit
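Read-out is relative fluorescence at 547 nm excitation and 598 nm emission, expressed as dye-equivalent concentration using rhodamine standards on every plate. Each compound was profiled across a concentration series after 15 min in 100 mM Tris, pH 8.0.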
Fluorescein autfl: fluorescein region autofluorescence; 59,000 compounds, 0.91% hits; AID 593; Compound autofluorescence, 480/540 nm, fluorescein-equivalent; active compounds read high; max fluorescein-equivalent concentration, M; in the data active = max fluorescein-equivalent concentration above about 10 nM; inconclusive = between about 1.1 nM and that limit
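First, buffer (100 mM Tris, pH 8.0) dispensed; second, compounds and fluorescein standards pinned in; third, 15 min room-temperature incubation; finally, imaging at ex 480 nm/em 540 nm. Fluorescence normalized against the six-point fluorescein curve.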
4MU fluor: compounds fluorescent in 4-MU spectral region; compound autofluorescence, 340/450 nm, 4-MU equivalents; active compounds read high; max dye-equivalent concentration, M; 59,000 compounds, 11% hits; AID 589; in the data active = max dye-equivalent concentration above about 10 nM; inconclusive = mostly about 1.1 nM to 9.6 nM
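Compounds in 100 mM Tris, pH 8.0, incubated 15 min at room temperature, then fluorescence read at 340 nm excitation/450 nm emission. Signal converted to 4-MU dye-equivalent concentration using an on-plate six-point 4-MU standard curve.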
Casp7 inh: caspase-7 (human) inhibition, allosteric or competitive. P55210. recombinant caspase-7, Ac-DEVD-AFC fluorescence rate. Potency, µM (top dose mostly 57.5 µM), without a hit: top-dose activity change, negative = inhibition, actives largely listed as inhibitors. 75,000 compounds, 0.02% hits; active = well fitted inhibition curve with a large enough effect in the main read-out, with a control signal flat, not every such curve was filed as active; inconclusive = small, poorly fitted or top-dose-only effect, or a change in a side signal; also: potency is read from the fitted curve at half-maximal effect; % of control where 0% means no effect
Target sequence (P55210 24-198 limits assumed): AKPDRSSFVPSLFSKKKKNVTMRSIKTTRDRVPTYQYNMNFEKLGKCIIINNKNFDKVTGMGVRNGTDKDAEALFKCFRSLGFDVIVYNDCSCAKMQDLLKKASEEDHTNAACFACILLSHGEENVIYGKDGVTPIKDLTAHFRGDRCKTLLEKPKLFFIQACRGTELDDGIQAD
Target sequence (P55210 207-303 limits assumed): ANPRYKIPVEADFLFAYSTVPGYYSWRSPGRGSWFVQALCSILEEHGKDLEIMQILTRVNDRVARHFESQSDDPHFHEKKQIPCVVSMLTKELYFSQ
Luciferase inh: firefly luciferase inhibition. P08659. purified firefly luciferase, luminescence, 8 min. Potency, µM (doses to about 57.1 µM), for inactives: at the highest dose activity change, negative = inhibition, hits mostly inhibitors. 72,000 compounds, 2.2% hits. AID 411; also: potency is read from the fitted curve at half-maximal effect; % is scaled to controls: 0 for no effect and ±100 for the full control effect; nearly all actives have a fitted effect of over 40% in size
Target sequence (P08659 whole entry, looked up): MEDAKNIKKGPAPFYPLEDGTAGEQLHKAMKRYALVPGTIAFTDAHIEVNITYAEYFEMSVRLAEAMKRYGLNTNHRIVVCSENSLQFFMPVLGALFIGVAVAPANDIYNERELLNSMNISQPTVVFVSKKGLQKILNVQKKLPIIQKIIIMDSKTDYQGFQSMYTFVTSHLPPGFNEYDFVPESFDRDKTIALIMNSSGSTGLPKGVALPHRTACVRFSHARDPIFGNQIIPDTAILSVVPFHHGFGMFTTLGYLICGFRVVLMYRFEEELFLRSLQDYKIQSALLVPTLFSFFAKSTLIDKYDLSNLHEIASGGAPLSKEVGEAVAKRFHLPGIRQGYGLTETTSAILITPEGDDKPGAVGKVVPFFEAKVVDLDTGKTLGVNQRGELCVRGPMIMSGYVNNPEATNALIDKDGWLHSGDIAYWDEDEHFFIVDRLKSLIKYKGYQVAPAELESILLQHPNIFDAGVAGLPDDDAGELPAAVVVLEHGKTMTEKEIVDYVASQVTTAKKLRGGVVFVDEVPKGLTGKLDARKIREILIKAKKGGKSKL
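Substrate buffer containing 10 uM ATP (pH 7.2 imidazole, Mg2+, KCl, detergent, BSA) is dispensed, compound pinned in, then luciferase/luciferin detector mix added. After 8 min at ambient temperature, light output is measured.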
Tau fil binding: binders of human tau filaments. AID 596. P10636. recombinant tau filaments, thioflavin S fluorescence, 15 h; filaments grown with octadecylsulfate alongside compound. Potency, µM (series often up to 57.1 µM), without a hit: top-dose activity change, negative = inhibition. 71,000 compounds, 2% hits;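 also: potency is read from the fitted curve at half-maximal effect; % is scaled to controls: 0 for no effect and ±100 for the full control effect; actives lower thioflavin S fluorescence by blocking filaments or displacing dye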
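ThS-based fibril read: tau 1 uM final, inducer ODS 30 uM final, 37 C for 15 h, ex 450/em 510 nm.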
Casp1 inh: caspase-1 (human) inhibition, allosteric or competitive | P29466 | 75,000 compounds, 0.03% hits | Caspase-1 enzyme, Ac-WEHD-AFC fluorogenic rate | Potency, µM (titrated, usually from 57.5 µM), for the others: top-dose activity change, negative = inhibition, hits mostly inhibitors;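 also: potency is read from the fitted curve at half-maximal effect; plate controls were vehicle for no effect and no substrate for full effect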
ERK AVP inh: blocks ERK signaling stimulated by vasopressin | HEK293-V1b, vasopressin-stimulated pERK AlphaScreen | Potency, µM (titrated, usually from 57.5 µM), for inactives: top-dose activity, negative = inhibition, actives largely listed as inhibitors | 72,000 compounds, 0.99% hits | AID 995; also: potency is read from the fitted curve at half-maximal effect; % is scaled to controls: 0 for no effect and ±100 for the full control effect; nearly all actives have a fitted effect of over 55% in size
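V1b-HEK293 cells; cpd 30 min 37C; 25 nM vasopressin 5 min; lyse 10 min; AlphaScreen beads 5 hr RT. Normalized to DMSO basal and 25 nM vasopressin; AC50 by Hill fit.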
A350 fluor: A350 region autofluorescence; AID 590; max dye-equivalent concentration, M; Compound autofluorescence, 340/450 nm, Alexa 350 dye-equivalents; active compounds read high; 59,000 compounds, 11% hits; in the data active = max dye-equivalent concentration above about 10 nM; inconclusive = mostly about 1.1 nM to 9.6 nM
TexasRed autofl: compound fluoresces in the Texas Red spectral region; 59,000 compounds, 0.06% hits; Compound fluorescence, Texas Red channel, 547/618 nm; active compounds read high; max dye-equivalent concentration, M; in the data active = max dye-equivalent concentration above about 10 nM; inconclusive = between about 1.1 nM and that limit
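Spectral interference profiling: each compound concentration's relative fluorescence, read with a 547 nm excitation and 618 nm emission filter pair, was normalized to a per-plate Texas Red standard curve.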
Starred values were filed as active, the others as inactive; [ ] = remark or other dose. Unless noted, calls follow the shape of the dose curve; as a rule, active = well fitted curve in the direction sought with a large enough effect; inconclusive = small, poorly fitted or top-dose-only effect, or another doubt; inactive = no such curve, though single readings can be large; an effect the other way counts as inactive or inconclusive. The list is partial; the hit share may differ from the screen's.

What do the screens show for `Cc1cc(C)cc(N(CC(=O)N2CCN(Cc3ccccc3)CC2)S(=O)(=O)c2c(C)noc2C)c1`?
HEK293 cAMP ctrl: 21.0%; Casp7 inh: -1.7%; Luciferase inh: 2.5%; Tau fil binding: 92.2%; Casp1 inh: -3.4%; ERK AVP inh: 8.2%

Results for CCOC(=O)N1CCN(c2c(N3CCc4ccccc43)c(=O)c2=O)CC1 ?
HEK293 cAMP ctrl: 0.7%; Casp7 inh: -0.1%; Luciferase inh: 2.4%; Tau fil binding: -6.7%; Casp1 inh: 0.9%; ERK AVP inh: 5.1%

Results for CCCCC(=O)Nc1ccc(Br)cc1C(=O)O ?
HEK293 cAMP ctrl: 11.4%; Casp7 inh: -0.2%; Luciferase inh: -0.9%; Tau fil binding: 7.7%; Casp1 inh: -1.8%; ERK AVP inh: -0.5%

How did COc1ccc(OC)c(C(c2nnnn2Cc2ccccc2)N2CCC(C(N)=O)CC2)c1 (stereo not given) do in these assays?
HEK293 cAMP ctrl: 11.9%; Rhodamine autofl: inactive; Fluorescein autfl: inactive; 4MU fluor: inactive; Casp7 inh: -0.4%; Luciferase inh: -29.9%; Tau fil binding: -2.7%; Casp1 inh: -0.2%; ERK AVP inh: 14.0%; A350 fluor: inactive; TexasRed autofl: inconclusive

How did O=C1CC(Nc2ccc(N3CCOCC3)cc2)C(=O)N1Cc1ccccc1 (stereo not given) do in these assays?
HEK293 cAMP ctrl: 0.6%; Rhodamine autofl: inactive; Fluorescein autfl: inactive; 4MU fluor: inactive; Casp7 inh: -0.8%; Luciferase inh: -1.2%; Tau fil binding: inconclusive; Casp1 inh: 1.2%; ERK AVP inh: inconclusive; A350 fluor: inactive; TexasRed autofl: inactive

How did CC(C)c1cc(C(=O)Nc2sc3c(c2C#N)CCC3)no1 do in these assays?
HEK293 cAMP ctrl: 11.6%; Rhodamine autofl: inactive; Fluorescein autfl: inactive; 4MU fluor: inconclusive; Casp7 inh: -8.1%; Luciferase inh: 0.3%; Tau fil binding: 59.1%; Casp1 inh: -4.7%; ERK AVP inh: 15.9%; A350 fluor: inconclusive; TexasRed autofl: inactive

Results for Nc1c2c(nc3ccccc13)CCC2 ?
HEK293 cAMP ctrl: -84.1%[inhibitor]; Rhodamine autofl: inactive; Fluorescein autfl: inactive; 4MU fluor: inactive; Casp7 inh: 1.9%; Luciferase inh: -0.7%; Tau fil binding: -9.6%; Casp1 inh: 1.7%; ERK AVP inh: 8.5%; A350 fluor: inactive; TexasRed autofl: inactive

What do the screens show for `Cc1onc(-c2c(F)cccc2Cl)c1C(=O)NCCCN1CCOCC1`?
HEK293 cAMP ctrl: 1.2%; Rhodamine autofl: inactive; Fluorescein autfl: inconclusive; 4MU fluor: inactive; Casp7 inh: 1.6%; Luciferase inh: 1.3%; Tau fil binding: -2.7%; Casp1 inh: 0.2%; ERK AVP inh: -1.7%; A350 fluor: inactive; TexasRed autofl: inconclusive

What do the screens show for `CCOC(=O)c1nnsc1NC(C)=O`?
HEK293 cAMP ctrl: inconclusive; Rhodamine autofl: inactive; Fluorescein autfl: inconclusive; 4MU fluor: inactive; Casp7 inh: -2.6%; Luciferase inh: -1.8%; Tau fil binding: 8.9%; Casp1 inh: -2.2%; ERK AVP inh: -11.2%; A350 fluor: inactive; TexasRed autofl: inactive

What do the screens show for `CCOC(=O)CC(=O)CSc1ncnc2c1oc1ccccc12`?
HEK293 cAMP ctrl: 2.0%; Rhodamine autofl: inactive; Fluorescein autfl: inactive; 4MU fluor: inactive; Casp7 inh: -9.2%; Luciferase inh: -2.3%; Tau fil binding: -9.9%; Casp1 inh: -8.6%; ERK AVP inh: -19.7%; A350 fluor: inconclusive; TexasRed autofl: inactive

What do the screens show for `Cc1sc2ncn(CC(=O)NCCCC(=O)N3CCN(c4ccccn4)CC3)c(=O)c2c1C`?
HEK293 cAMP ctrl: -3.0%; Rhodamine autofl: inactive; Fluorescein autfl: inconclusive; 4MU fluor: inactive; Casp7 inh: 0.0%; Luciferase inh: 3.0%; Tau fil binding: -4.3%; Casp1 inh: 1.3%; ERK AVP inh: 11.2%; A350 fluor: inactive; TexasRed autofl: inactive

Results for CC(=O)Nc1cccc(-c2nnc3n2CC(C)S3)c1 (stereo not given) ?
HEK293 cAMP ctrl: -1.4%; Rhodamine autofl: inactive; Fluorescein autfl: inactive; 4MU fluor: inactive; Casp7 inh: 1.0%; Luciferase inh: -0.1%; Tau fil binding: 6.3%; Casp1 inh: -0.3%; ERK AVP inh: 3.9%; A350 fluor: inactive; TexasRed autofl: inconclusive

Results for O=C(CC(c1ccccc1)c1ccccc1)Nc1ncn[nH]1 ?
HEK293 cAMP ctrl: 0.0%; Casp7 inh: -1.1%; Luciferase inh: 1.7%; Tau fil binding: 1.4%; Casp1 inh: -1.4%; ERK AVP inh: -11.1%

Results for OC(c1cccc(OCc2ccccc2)c1)c1nnc(-c2ccccc2)o1 (stereo not given) ?
HEK293 cAMP ctrl: 23.2%; Rhodamine autofl: inactive; Fluorescein autfl: inconclusive; 4MU fluor: inactive; Casp7 inh: -10.0%; Luciferase inh: 0.9%; Tau fil binding: 2.9%; Casp1 inh: -3.5%; ERK AVP inh: inconclusive; A350 fluor: inactive; TexasRed autofl: inactive

How did COc1cc2c(=O)n(Cc3ccccc3)c(=O)n(CC(=O)NCc3ccco3)c2cc1OC do in these assays?
HEK293 cAMP ctrl: -1.8%; Rhodamine autofl: inactive; Fluorescein autfl: inactive; 4MU fluor: inactive; Casp7 inh: 1.5%; Luciferase inh: 0.4%; Tau fil binding: 225.5%; Casp1 inh: -0.6%; ERK AVP inh: 21.0%; A350 fluor: inactive; TexasRed autofl: inactive

How did CCn1cc(C(=O)N2CCCC2)c(=O)c2cc(S(=O)(=O)N3CCOCC3)ccc21 do in these assays?
HEK293 cAMP ctrl: 2.8%; Rhodamine autofl: inactive; Fluorescein autfl: inactive; 4MU fluor: inactive; Casp7 inh: -3.9%; Luciferase inh: 1.9%; Tau fil binding: 8.3%; Casp1 inh: -3.6%; ERK AVP inh: -10.2%; A350 fluor: inactive; TexasRed autofl: inactive

How did CCN1CCN(S(=O)(=O)c2ccc(S(=O)(=O)N(CC)Cc3ccccc3)cc2)CC1 do in these assays?
HEK293 cAMP ctrl: 20.1%; Rhodamine autofl: inactive; Fluorescein autfl: inconclusive; 4MU fluor: inactive; Casp7 inh: 1.1%; Luciferase inh: 0.2%; Tau fil binding: -6.2%; Casp1 inh: -1.9%; ERK AVP inh: 8.0%; A350 fluor: inactive; TexasRed autofl: inactive

What do the screens show for `CCOc1ccc2nc(N)sc2c1`?
HEK293 cAMP ctrl: inconclusive; Casp7 inh: 3.6%; Tau fil binding: 1.4%; Casp1 inh: -3.5%; ERK AVP inh: 13.0%

Results for CCn1ncc(Br)c1C(=O)Nc1ccc(Cl)cn1 ?
HEK293 cAMP ctrl: 1.5%; Rhodamine autofl: inactive; Fluorescein autfl: inactive; 4MU fluor: inactive; Casp7 inh: 1.4%; Luciferase inh: 0.6%; Tau fil binding: -6.7%; Casp1 inh: -1.1%; ERK AVP inh: -2.2%; A350 fluor: inactive; TexasRed autofl: inactive

How did CC(C)c1nnc(NC(=O)CCCC(=O)O)s1 do in these assays?
HEK293 cAMP ctrl: 5.6%; Rhodamine autofl: inactive; Fluorescein autfl: inactive; 4MU fluor: inactive; Casp7 inh: -2.5%; Luciferase inh: 1.0%; Tau fil binding: 6.1%; Casp1 inh: 0.8%; ERK AVP inh: 4.6%; A350 fluor: inactive; TexasRed autofl: inactive

What do the screens show for `O=c1c(-c2ccc(Cl)cc2)nc2cncnc2n1Cc1ccccc1`?
HEK293 cAMP ctrl: 12.0%; Rhodamine autofl: inactive; Fluorescein autfl: inconclusive; 4MU fluor: inactive; Casp7 inh: -3.5%; Luciferase inh: -1.3%[11.4 µM]; Tau fil binding: inconclusive; Casp1 inh: -4.1%; ERK AVP inh: -20.9%; A350 fluor: inactive; TexasRed autofl: inactive

Results for Cc1nc(COC(=O)c2c(C)nn(-c3ccccc3)c2C)cs1 ?
HEK293 cAMP ctrl: inconclusive; Rhodamine autofl: inactive; Fluorescein autfl: inconclusive; 4MU fluor: inactive; Casp7 inh: -1.7%; Luciferase inh: -2.2%; Tau fil binding: 4.0%; Casp1 inh: 0.3%; ERK AVP inh: 14.2%; A350 fluor: inconclusive; TexasRed autofl: inconclusive

How did Cc1ccc2oc(=O)c3cc(C(=O)NCCN4CCN(C)CC4)sc3c2c1 do in these assays?
HEK293 cAMP ctrl: 6.2%; Casp7 inh: -2.2%; Luciferase inh: 0.9%; Tau fil binding: 32.8%; Casp1 inh: -1.5%; ERK AVP inh: 5.0%

What do the screens show for `CC12CN3CCN(CC(C3)C1(O)CN1CCOCC1)C2` (stereo not given)?
HEK293 cAMP ctrl: 3.7%[11.4 µM]; Casp7 inh: -0.8%; Luciferase inh: 0.7%; Tau fil binding: -3.0%[11.4 µM]; Casp1 inh: -3.6%; ERK AVP inh: 11.8%

How did Cc1cccc(NC(=O)c2cc(NC(=O)c3ccco3)ccc2Cl)n1 do in these assays?
HEK293 cAMP ctrl: inconclusive; Rhodamine autofl: inactive; Fluorescein autfl: inconclusive; 4MU fluor: inactive; Casp7 inh: -0.3%; Luciferase inh: -17.1%; Tau fil binding: 2.7%; Casp1 inh: 0.8%; ERK AVP inh: -23.0%; A350 fluor: inactive; TexasRed autofl: inconclusive
